CSN deneddyl inh – CSN deneddylation inhibition | Purified CSN, SCF-Nedd8-OG deneddylation, fluorescence polarization | 360,000 tested, 0.38% active | AID 651999 | Q92905 | inhibition, % at 12.5 µM;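 active = pattern-corrected inhibition above about 35%, with an unprinted fluorescence ratio check between 0.5 and 1.5, limit read from the data, passing the limit was not always enough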;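 also: 0% = enzyme with substrate and 100% = substrate without enzyme; some results filed as inactive read as strong as hits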
Target sequence (Q92905 whole entry, looked up, one chain of several): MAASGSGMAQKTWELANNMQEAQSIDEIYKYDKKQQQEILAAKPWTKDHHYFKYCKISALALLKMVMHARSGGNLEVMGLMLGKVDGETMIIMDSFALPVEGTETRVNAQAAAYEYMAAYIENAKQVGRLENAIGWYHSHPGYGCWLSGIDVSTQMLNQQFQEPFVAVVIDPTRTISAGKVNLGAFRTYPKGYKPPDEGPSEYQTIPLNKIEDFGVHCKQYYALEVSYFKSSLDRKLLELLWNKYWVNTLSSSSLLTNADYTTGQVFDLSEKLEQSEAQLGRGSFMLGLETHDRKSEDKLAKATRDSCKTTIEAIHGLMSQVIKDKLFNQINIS
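test system = HEK293T-derived human Csn5 enzyme | amount = 0.24 nM Csn5 enzyme, final concentration | medium = Tris/NaCl/DTT buffer, pH 7.5 | schedule = 90 min reaction at room temperature | signal = FP | evaluation = inhibition of Csn5 cleavage, % | compound dosing = single dose of 12.5 µM compound with 0.25% DMSO | probe or stimulus = 10 nM SCFSkp2-Nedd8OG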
eLon inh – inhibits E. coli Lon protease. P0A9M0. purified E. coli Lon protease, fluorescence polarization. inhibition, % at 7.94 µM. 360,000 tested, 0.42% active; in the data active = inhibition above about 13%, passing the limit was not always enough;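 also: 0% = enzyme with probe and DMSO and 100% = no enzyme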
MsrA act – activates bovine MsrA enzyme; 360,000 tested, 0.3% active; activation, % at 10.6 µM; purified bovine MsrA, absorbance read-out; AID 602163; in the data active = activation above about 7.5%;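 also: 0% = vehicle and 100% = reference activator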
TbMetRS inhib – blocks T. brucei methionyl-tRNA synthetase activity. inhibition, % at 11.9 µM. purified T. brucei MetRS, ATP depletion, Kinase-Glo luminescence. 360,000 tested, 0.4% active. AID 624268;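 active = inhibition above a per-plate cutoff of the control wells' mean inhibition plus 3 SD, cut at about 5.5% in these data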;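 also: 0% = DMSO wells median and 100% = median of wells with control inhibitor compound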
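Assay system: T. brucei methionyl-tRNA synthetase, purified | Medium: HEPES buffer with MgCl2, KCl, DTT, spermine, BSA, pyrophosphatase | Compound: 11.9 µM single point | Incubation: 15 min enzyme-compound preincubation, 2 h reaction, 10 min detection, 25 °C | Measured by: Kinase-Glo luciferase luminescence reporting remaining unconsumed ATP | Measure: % inhibition normalized to control-well medians | Replication: Singlicate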
Neddylation inh – blocks human cullin neddylation; TR-FRET cullin neddylation, biochemical; 360,000 tested, 0.58% active; calls only at 25 µM; AID 651699; P61081+Q13564; in the data active = inhibition above about 36%
MsrA inh – inhibits bovine methionine sulfoxide reductase A. 360,000 tested, 0.75% active. AID 651718. purified bovine MsrA, absorbance read-out. inhibition, % at 15.5 µM; in the data active = inhibition above about 4.5%;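 also: 0% = vehicle wells with enzyme and 100% = reference inhibitor wells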
FAS-TE inh – FAS thioesterase (human) inhibition; AID 602261; 360,000 tested, 0.67% active; P49327; recombinant FAS-TE, OMFH fluorogenic substrate, fluorescence endpoint; inhibition, % at 15 µM;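 active = compounds whose normalised, plate-corrected inhibition of enzyme fluorescence in the single-dose primary screen is 50% or more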;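 also: 0% = DMSO with enzyme and 100% = substrate without enzyme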
Rin1-Abl PPI inh – inhibitors of human Rin1-Abl protein interaction | inhibition, % at 7.35 µM | TR-FRET Rin1/Abl binding, biochemical | 360,000 tested, 0.4% active | P00519+Q13671; in the data active = inhibition above about 5%, passing the limit was not always enough
PABP1 MLLE inh – blocks PAM2 peptide binding to the PABP1 MLLE domain. P11940. AID 588489. GST-MLLE / FITC-PAM2 fluorescence polarization. 360,000 tested, 0.36% active. inhibition, % at 20 µM; in the data active = inhibition above about 35%, passing the limit was not always enough;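 also: plate controls were DMSO wells with GST-MLLE for no effect and wells lacking GST-MLLE protein for full effect; some results filed as inactive read as strong as hits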
Target sequence (P11940 whole entry, looked up, the tested form may be a part): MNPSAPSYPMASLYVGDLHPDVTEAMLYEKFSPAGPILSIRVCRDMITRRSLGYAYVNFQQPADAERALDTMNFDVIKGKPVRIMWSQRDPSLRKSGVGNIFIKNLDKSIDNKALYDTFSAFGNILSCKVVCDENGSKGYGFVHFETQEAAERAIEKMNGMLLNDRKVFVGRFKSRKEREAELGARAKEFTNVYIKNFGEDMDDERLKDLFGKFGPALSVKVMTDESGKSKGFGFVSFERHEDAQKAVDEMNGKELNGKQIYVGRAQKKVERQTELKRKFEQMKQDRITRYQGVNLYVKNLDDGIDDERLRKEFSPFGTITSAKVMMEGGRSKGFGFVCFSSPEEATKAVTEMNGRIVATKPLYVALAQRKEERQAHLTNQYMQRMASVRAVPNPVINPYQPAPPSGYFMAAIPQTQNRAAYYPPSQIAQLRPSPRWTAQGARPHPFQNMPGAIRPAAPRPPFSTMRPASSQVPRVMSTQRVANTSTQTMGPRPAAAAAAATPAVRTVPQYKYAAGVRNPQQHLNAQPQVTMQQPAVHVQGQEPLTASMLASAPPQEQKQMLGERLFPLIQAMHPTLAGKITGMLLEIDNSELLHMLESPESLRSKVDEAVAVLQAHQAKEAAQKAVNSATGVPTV
* hit, by the source's call; i = inactive; nt = no result given. Outcome played no part in choosing rows; 4% or so of the library scored in one or more.

SMILES	CSN deneddyl inh	eLon inh	MsrA act	TbMetRS inhib	Neddylation inh	MsrA inh	FAS-TE inh	Rin1-Abl PPI inh	PABP1 MLLE inh
O=C(c1cc2cc(F)ccc2[nH]1)N1CCN(Cc2ccc3c(c2)OCO3)CC1	6	3	-13	2.1	i	-0.2	10	4	6
CCCn1c(SCC(=O)Nc2nc(-c3ccc(OC)cc3)cs2)nc2c1c(=O)n(C)c(=O)n2C	-3	3	-1	0.1	i	0.2	-4	0	3
CCN1C(=O)[C@@H]2[C@H](C1=O)[C@@H]1C[C@H]3C(=O)N(CC)C(=O)[C@H]3[C@@H]3C1=C(C(=O)N1C(=O)OC(=NCC4CC4)[C@]31C)[C@@H]2C	-3	-7	-1	-0.2	i	0.5	-10	1	-1
CCC(C)(C)NC(=O)C(c1sccc1C)N(Cc1ccco1)C(=O)c1csnn1 (stereo not drawn)	3	3	-1	0.1	i	-0.6	1	0	4
CC1Sc2ccc(C(=O)N3CCCC(C(F)(F)F)C3)cc2NC1=O (stereo not drawn)	2	7	-2	0.0	i	-0.7	1	-3	3
Brc1cccc(-c2nnc(-c3ccccc3)o2)c1	0	-3	-1	-1.2	i	2.2	13	0	9
COc1cc([N+](=O)[O-])cc(/C=N/NC(=O)C(C)Nc2ccccc2C)c1O (stereo not drawn)	-9	4	-2	0.3	i	2.1	37	1	-22
COc1ccc(-n2c(C)cc(C(=O)CCl)c2C)cc1	15	1	-4	-0.1	i	1.1	3	-2	-19
CC(=O)c1cccc(NC(=O)c2c(C)nn(-c3ccccc3)c2Cl)c1	1	-10	-5	-0.5	i	-0.5	4	-3	-1
Cc1ccc(O)c(NC(=O)C2CC(c3ccc(F)cc3)=NO2)c1 (stereo not drawn)	-4	-19	-3	0.0	i	0.2	-2	0	-8
CCn1ccnc1[C@@H]1C[C@H]2CN(Cc3ccccc3OC)C(=O)[C@]23CCCN13	0	-11	-5	0.0	i	-0.1	-5	-1	-10
COc1ccc(S(=O)(=O)N(C)C[C@H]2Oc3ccc(NC(=O)Nc4ccc5c(c4)OCO5)cc3C(=O)N([C@H](C)CO)C[C@@H]2C)cc1	-4	-9	-2	-0.2	i	-0.1	16	1	9
CC(C)Cc1cc(C(=O)O)c2ccccc2n1	-2	-2	-6	-0.3	i	-0.4	-5	4	-8
COc1ccc(NC(=O)Cn2c(=O)oc3ccccc32)cc1	-2	1	-3	-0.4	i	0.1	-8	-2	1
O=C(CCNS(=O)(=O)c1ccccc1F)NCc1ccc2c(c1)OCO2	0	-2	-1	0.4	i	-1.6	-2	0	-8
NS(=O)(=O)c1cccc(NS(=O)(=O)c2ccc(/C=C/C(=O)O)cc2)c1	-7	-5	-5	-0.1	i	-0.1	-6	-1	6
O=C(NCc1ccccn1)c1cc2ccccn2n1	-4	-4	-6	-1.0	i	-0.9	-7	-1	-10
N#C/C(=C/c1ccc(F)cc1)S(=O)(=O)c1ccccc1	-4	2	0	-0.7	i	-1.1	-6	-4	12
Cc1n[nH]c(=O)c2ccccc12	-1	0	1	-0.5	i	-1.0	-8	1	0
Cc1ccccc1-n1c(=O)c2ccccc2n(CC(=O)NCc2ccco2)c1=O	0	-8	-2	0.2	i	-1.7	-1	2	-5
O=C(NCC1CCCCC1)C1(CC2CC(c3cccc(Br)c3)=NO2)CCNCC1 (stereo not drawn)	-1	-3	-1	-0.1	i	-0.9	6	1	0
CN(CC(=O)Nc1ccc(Cl)cc1)C(=O)CCC1CCCC1	-2	-4	-10	6.7*	i	0.9	-1	1	5
CCc1c(C)nc2ncnn2c1N1CCC(C(=O)Nc2ccccc2)CC1	1	3	-4	-0.6	i	1.8	-8	1	-9
CN(Cc1ccccc1Cl)C(=O)c1cc2ccccc2o1	2	12	-11	-1.4	i	-0.6	8	4	-14
COc1ccc(NC(=O)C2CCN(C(=O)c3ccccc3)CC2)cc1OC	-1	6	-6	-0.8	i	1.0	-8	4	-2
CC(=O)N1CN(C2CCS(=O)(=O)C2)Cc2c1sc1c2CCCC1 (stereo not drawn)	1	-2	-5	-1.2	i	-0.1	-3	0	20
COc1cccc(CC2(CO)CCN(C(=O)NC3CCCCC3)CC2)c1	2	-8	3	-0.5	i	-0.4	2	1	9
CN(C)CCCC1(O)c2ccccc2C=Cc2ccccc21	-8	4	0	0.0	i	0.0	-4	1	-15
Cc1cnnn1-c1ccc(C(=O)CCl)cc1	7	4	-4	-0.2	i	-0.9	3	2	22
CCCC(C)NC(=O)CSCc1ccc(OC)cc1 (stereo not drawn)	-7	0	-3	0.4	i	0.9	1	2	4
Cc1cccc(OCCSc2ncnc3nc[nH]c23)c1	-4	-3	-3	-0.2	i	-0.9	-11	3	-15
CC(OC(=O)c1ccc(O)cc1)C(=O)Nc1ccc(Oc2ccccc2)cc1 (stereo not drawn)	-3	-1	1	-0.4	i	0.7	14	1	5
CC(C)(C)NS(=O)(=O)c1ccc(-c2csnn2)s1	-2	-1	-2	-0.1	i	-1.2	3	-1	1
COc1ccc(N2C(=O)C3C4C=CC(C4)C3C2=O)c(OC)c1 (stereo not drawn)	-5	-6	1	-0.2	i	-0.7	-5	1	3
O=C(NC(=S)N1CCc2ccccc21)C1CCC1	3	2	-5	1.0	i	2.4	-2	-7	-2
CCc1cc2c(=O)c(-c3nc4ccccc4n3C)c(C)oc2c(CN2CCN(CCO)CC2)c1O	1	1	-8	-0.8	nt	5.2*	-4	8	-1
Cc1ccc(-c2csc(NC(=O)c3ccccc3F)c2C(=O)O)cc1	2	3	-2	-0.2	i	1.7	-5	-2	20
Cc1cc(C(=O)CSc2nn(-c3ccccc3)c(=S)s2)c(C)n1Cc1ccco1	9	-8	0	-0.3	i	1.9	25	1	-95
O=C(NCc1ccccc1)C1CC(=O)N(C2CCCCCC2)C1 (stereo not drawn)	-8	-7	-9	-0.9	i	0.8	2	-2	4
O=C(COc1c(Br)cc(Br)cc1Br)N/N=C/c1ccco1	-1	-8	-1	0.1	i	nt	2	0	13
O=C(Nc1ccc(Cl)cc1)OCc1cn(-c2ccc(Cl)cc2)nn1	1	2	2	0.0	i	0.4	4	5	-11
CSc1ccc(/C=C/C(=O)c2ccc(O)cc2)cc1	9	4	-4	0.2	i	3.4	3	5	17
O=C(NC1CCN(C(=O)NCc2ccccc2)CC1)c1ccco1	-4	5	-1	0.4	i	-0.7	-4	-1	10
CC12C(=O)N(c3ccccc3C(=O)O)C(=O)C1C1C=CC2C1 (stereo not drawn)	1	-2	1	0.2	i	0.7	-6	1	0
N#C/C(=C\c1ccc(O)c([N+](=O)[O-])c1)c1nc2ccccc2s1	11	-47	-2	0.2	i	1.7	20	-2	-114
C#CCNc1nc(CC)nc2c1nnn2Cc1ccccc1F	6	3	-2	-1.1	i	0.9	9	-4	4
Cc1ccc(S(=O)(=O)N2CCCCC2)cc1NC(=O)COC(=O)C1CC2C=CC1C2 (stereo not drawn)	-2	-1	-4	-0.5	i	-1.3	3	2	-2
Fc1ccc(N2N=C(c3cccs3)CC2c2ccccc2)cc1 (stereo not drawn)	6	3	0	-0.1	nt	1.1	15	-1	-28
COc1cccc(CNC(=O)CCc2ccc(OC)c(OC)c2)c1	-2	1	-10	-1.2	i	1.5	0	3	9
CCN1N=C(c2ccccc2)CCC1=O	1	-14	0	-1.2	i	-1.3	-1	-2	3
Cc1ccc(-c2nnn(CC(=O)N(CC(=O)NC(C)C)c3cnc4ccccc4c3)n2)o1	0	2	-13	-1.1	i	0.6	-6	1	27
Cc1ccc(-c2noc(-c3ccno3)n2)cc1	-1	-3	0	-0.5	i	0.3	4	1	-3
CCn1c(SCC(=O)NC2CCCCC2)nnc1-c1ccccn1	-2	0	-2	-0.5	i	0.4	-5	0	-11
CCOc1ccc(CCNC(=O)Cc2ccc(NC3=NC4CS(=O)(=O)CC4S3)cc2)cc1 (stereo not drawn)	-3	-10	0	-0.6	i	-0.7	-6	2	-91
Cc1cc(NC(=O)C(Cl)Cl)cc2c1OCO2	1	-8	3	-0.1	i	0.0	-7	0	-10
COc1cc2cnc(-c3ccsc3)c(-c3ccc(F)cc3)c2cc1OC	-3	2	0	-0.2	i	-0.5	16	0	-4
Cc1onc(-c2ccccc2)c1CNS(=O)(=O)c1cccc(Cl)c1	-1	-3	-3	-0.5	i	0.8	8	2	-1
Cc1cc(Nc2ccccc2F)n2nc(C)nc2n1	0	2	-12	2.2	i	0.4	-6	3	18
Cc1nc(-c2ccc(F)cc2)c(CC(=O)N(C)CC(=O)Nc2ccccc2Cl)s1	-4	-6	4	-0.4	i	-1.9	-6	-1	-1
CCOC(=O)c1cc(=O)n2[nH]c(-c3ccc(C)cc3)cc2n1	3	-10	1	-0.1	nt	-0.4	-4	-4	4

Sorted by the number under Rin1-Abl PPI inh (smallest number first): some entries from above
molecule,Rin1-Abl PPI inh
Cc1nc(-c2ccc(F)cc2)c(CC(=O)N(C)CC(=O)Nc2ccccc2Cl)s1,-1
COc1cc2cnc(-c3ccsc3)c(-c3ccc(F)cc3)c2cc1OC,0
Cc1ccc(-c2noc(-c3ccno3)n2)cc1,1
CCOc1ccc(CCNC(=O)Cc2ccc(NC3=NC4CS(=O)(=O)CC4S3)cc2)cc1 (stereo not drawn),2

Remaining list, next part
SMILES	CSN deneddyl inh	eLon inh	MsrA act	TbMetRS inhib	Neddylation inh	MsrA inh	FAS-TE inh	Rin1-Abl PPI inh	PABP1 MLLE inh
Cn1cc(C(=O)NCc2ccc(F)cc2)c(=O)c2cc(S(=O)(=O)N3CCCCC3)ccc21	4	1	-4	-0.8	i	0.3	21	0	9
CSc1nnc(C)c(/C=C/NOCc2cccc(F)c2)n1	-20	8	1	0.1	i	-0.9	2	4	-7
COC(=O)c1c(C(=O)OC)c(-c2ccccc2)n2c1CS(=O)C2 (stereo not drawn)	0	-6	-8	1.0	i	-0.1	-6	5	5
Cc1c(N2C(=O)/C(=C\c3ccc(N(C)C)cc3)N(C)C2=S)c(=O)n(-c2ccccc2)n1C	75*	-390	-5	-1.0	i	0.3	-32	-23	-173
CCOC(=O)c1c(NC(=O)c2c(C(=O)O)cccc2[N+](=O)[O-])sc(C)c1C	-4	-1	-6	-0.5	i	-0.1	1	3	6
COCCn1c(SCC(=O)Nc2cc(C)on2)nnc1-c1ccccc1	3	-2	-3	-0.2	i	0.0	-3	-1	-1
CC1=C(C(=O)OCC2CCCO2)C(c2ccsc2)C2=C(CCCC2=O)N1 (stereo not drawn)	-5	1	-15	-1.7	i	2.3	-7	1	7
COc1ccc(C(O)c2ncc(-c3cccc4ccccc34)[nH]2)cc1F (stereo not drawn)	3	-2	-6	-0.2	i	1.6	2	0	-1
CSc1nc(N)nc(SCC(=O)c2ccccc2)c1C#N	8	1	3	-0.8	i	0.0	27	0	-32
O=C(CSc1nc2ccsc2c(=O)n1NC(=O)c1ccccc1)Nc1nccs1	-2	13	-2	0.3	i	0.0	-4	0	10
Cc1ccc(NC(=O)CSc2nc3ccccc3c(=O)n2Cc2cccs2)cc1	7	-7	-4	-0.4	i	-0.9	-4	1	-4
C=CCSc1nccc(-c2nn(-c3ccc(C)cc3)ccc2=O)n1	5	-6	-9	3.3	i	0.1	6	-3	29
